EBI2 antag: antagonists of human EBI2 receptor. P32249. AID 651636. inhibition, % at 5 µM. EBI2 beta-arrestin recruitment, luminescence, 7a,25-OHC stimulated. hit rate 0.81% among 360,000; in the data active = inhibition above about 38%;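 also: enzyme fragment complementation signal reports receptor beta-arrestin coupling in cells; 0% = agonist plus DMSO wells and 100% = wells without agonist; some results beyond the cut were filed as inactive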
Target sequence (P32249 whole entry, looked up, the tested form may be a part): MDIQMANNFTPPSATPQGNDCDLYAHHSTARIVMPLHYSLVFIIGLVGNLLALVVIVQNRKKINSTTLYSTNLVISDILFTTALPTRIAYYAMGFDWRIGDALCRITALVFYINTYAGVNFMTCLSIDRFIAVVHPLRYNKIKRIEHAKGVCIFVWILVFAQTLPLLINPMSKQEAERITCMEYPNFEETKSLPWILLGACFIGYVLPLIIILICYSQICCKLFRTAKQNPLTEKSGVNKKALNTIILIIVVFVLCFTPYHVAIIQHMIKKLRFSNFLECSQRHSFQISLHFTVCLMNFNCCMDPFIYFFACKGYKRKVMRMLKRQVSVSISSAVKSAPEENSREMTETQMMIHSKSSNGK
Starred values were filed as active, the others as inactive.

Compound	EBI2 antag
COC(=O)[C@@]12C[C@@H](CC(=O)NCc3ccc(C)o3)C(=O)N(Cc3ccccc3)C1=CCC(C)(C)C2	6
O=C(/C=C/[C@H]1O[C@@H](n2ccc(=O)[nH]c2=O)[C@H](O)[C@@H]1O)NCCCc1ccccc1	-6
CC1(C(=O)Nc2cnc3ccccc3c2)CCN1Cc1ccc(OC(F)(F)F)cc1 (stereo unspecified)	7
COCCCNC(=O)C[C@@H]1C[C@@]2(C(=O)OC)CC(C)(C)CC=C2N(Cc2cccc3ccccc23)C1=O	1
O=C(Cc1c[nH]c2ccccc12)N1CCN(S(=O)(=O)c2ccc(F)cc2)CC1	13
Cc1ccc(-c2nc3cc(C)c(Br)c(C)n3c2Cc2ccccc2)cc1	1
C[C@@H]1CN([C@@H](C)CO)C(=O)CCCn2nncc2CO[C@@H]1CN(C)S(=O)(=O)c1cccc(F)c1	64*
O=c1c2ccccc2nnn1-c1ccccc1[N+](=O)[O-]	7
CN(Cc1ccccc1)C(=O)[C@@H]1CCCN1C(=O)[C@@H]1CCCN1C(=O)c1ccc(Cl)cc1	-8
NC(=O)CN1C(=O)C2C3CCC(C3)C2C1=O (stereo unspecified)	1
COc1ccc([C@H]2C[C@@H](O)C[C@@H](CCn3cc(-c4ccccc4)nn3)O2)cc1	-6
COc1cccc(-c2cccc3c2NC(=O)C3(C)Cc2ccccc2F)c1 (stereo unspecified)	-2
CCOC(=O)c1ccc(NC(=O)c2nc[nH]c2C(=O)N[C@@H](C)CO)cc1	1
CC1(C(=O)NCCC(F)(F)F)Cc2c(-c3cccc(C(F)(F)F)c3)ccnc2O1 (stereo unspecified)	8
CCCCN1C[C@H](c2ccc(Br)cc2)[C@@H](CC(=O)Nc2ccc(Br)cc2)C1=O	-1
CCc1nc2ccc(C(=O)N3CCCC(C(N)=O)C3)cn2c1N(C=O)CC (stereo unspecified)	-11
O=C(OCC(=O)c1c[nH]c2ccccc12)c1ccc(OC(F)F)cc1	5
COCCNC(=O)C1CCCN(C(=O)c2sccc2C)CC1 (stereo unspecified)	-14
CCN(CC)C(=O)C1=C(C)N(Cc2ccc(C(C)(C)C)cc2)C(=O)C(CC(=O)NCc2ccco2)C1 (stereo unspecified)	0
COc1cc(CNc2ncnc3c2ncn3[C@H]2CN(Cc3cccc(C(F)(F)F)c3)C[C@@H](CO)O2)cc(OC)c1OC	5
COc1ccc(C2=Nc3ccccc3N(C(=O)c3ccc(C(F)(F)F)cc3)C2C(=O)Nc2c(C)cccc2C)cc1 (stereo unspecified)	20
O=C1NC[C@H](Cc2ccc(O)cc2)N(C[C@@H]2CCCN2C[C@H](Cc2ccccc2)N2C[C@H](Cc3ccc(O)cc3)N(CC3CCCCC3)C(=O)C2=O)C1=O	-12
COc1ccccc1C(=O)N1CCCC(C)(C(=O)NS(=O)(=O)C2CC2)C1 (stereo unspecified)	-9
COc1ccccc1-c1cnc(C(O)c2ccc(C(C)(C)C)cc2)[nH]1 (stereo unspecified)	-3
Cc1cc(F)ccc1-c1cc(C(=O)NCc2ccco2)[nH]n1	-1
CC1(C)CC(=O)C=C(c2ccc(COC(=O)C3CC3)cc2)C1=O	2
COc1ccc(C(=O)CC(C#N)c2ccc3c(c2)OCO3)cc1OC (stereo unspecified)	5
CCCS(=O)(=O)NC(=O)C1(C)CCCN(C(=O)c2ccc(OC)cc2)C1 (stereo unspecified)	-7
COCCNC(=O)C1(C)CCCN(C(=O)c2cc(OC)c(OC)c(OC)c2)C1 (stereo unspecified)	-11
CCCc1nc2ccc(C)cn2c1Cc1ccsc1	-7
COc1ccc(C2=Nc3ccccc3N(C(=O)c3cnccn3)C2C(=O)NC2CCCC2)cc1 (stereo unspecified)	1
CCc1nc2ccc(C(=O)NCCN3CCOCC3)cn2c1N(CC)CCOC	-12
CC(=NCc1ccccc1)c1ccc(O)cc1O	-14
COc1ccc(NC(=O)C2Cc3c(-c4ccc(Cl)cc4)ccnc3O2)cn1 (stereo unspecified)	-10
CC1(C(=O)NCC2CC2)CCN1C(=O)C/C=C/c1ccccc1 (stereo unspecified)	-2
CCc1ccc(/C=C2\SC(=S)N(CCCC(=O)N3CCCC3)C2=O)cc1	11
Cc1ccc(C(=O)C=CC=Cc2ccccc2)cc1	13
CN(Cc1cn(Cc2ccc(Cl)cc2)nn1)C1CN(Cc2cn(Cc3ccc(Cl)cc3)nn2)S(=O)(=O)C1 (stereo unspecified)	2
CCc1cnc(Nc2nc(C(N)c3ccccc3Cl)cs2)nc1 (stereo unspecified)	-2
CCC(C)c1ccc(S(=O)(=O)N2CCN(C(=O)CN3C(=O)NC(C)(C4CC4)C3=O)CC2)cc1 (stereo unspecified)	-3
Cc1cn([C@H]2C[C@H](O)[C@@H](/C=C/C(=O)NCCC(C)C)O2)c(=O)[nH]c1=O	0
CCCCOc1ccc(S(=O)(=O)NC(=O)C2(C)CCN2C(=O)Cc2cccs2)cc1 (stereo unspecified)	-8
O=C(Nc1ccccc1)c1cc(C2COCCN2C(=O)c2cccs2)on1 (stereo unspecified)	-7
CCc1ccc(C2CC3C(CN2S(=O)(=O)c2ccc(C)cc2)C(=O)CC(c2ccc(CC)cc2)N3S(=O)(=O)c2ccc(C)cc2)cc1 (stereo unspecified)	6
Cc1ccccc1NC(=O)Cc1nc(COC(=O)C(C)(C)Oc2ccc(Cl)cc2)cs1	4
CNc1cncc(-c2ccc(S(C)(=O)=O)cc2)n1	-6
CC1=NN(C(N)=S)C(=O)C1N=Nc1ccccc1[N+](=O)[O-] (stereo unspecified)	-1
COc1ccccc1C(O)c1ncc(-c2cccc(C(F)(F)F)c2)[nH]1 (stereo unspecified)	10
COC(=O)[C@]12CCCCC=C1N(CCc1ccc(OC)c(OC)c1)C(=O)[C@H](CC(=O)NCCCCc1ccccc1)C2	21
COc1ccccc1Cc1c(-c2ccccc2)nc2cc(C)c(Br)c(C)n12	9
Cn1ccc2c(-c3cccnc3)cc3c(c21)C1CCC3O1 (stereo unspecified)	-8
CN(C)CCNC(=O)c1ccc(-c2cn3c(-c4ccc(Oc5ccccc5)cc4)cnc3cn2)cc1	14
Cc1nc(C(F)(F)F)ccc1C(=O)N1CCC1(C)C(=O)NS(=O)(=O)c1ccccc1Cl (stereo unspecified)	1
COc1ccc(-c2n[nH]nc2C2=CC(=O)CC(C)(C)C2)cc1	-1
COCCNC(=O)C1(C)CCCN(Cc2ccc3ccccc3c2Br)C1 (stereo unspecified)	10
O=c1cc(-c2ccccc2)nc2c(Cl)cc(Cl)cn12	30
O=S(=O)(c1ccc(NC(=S)N2CCOCC2)cc1)N1CCCCC1	0
CCCS(=O)(=O)NC(=O)C1(C)CCN(C(=O)c2ccccc2Br)C1 (stereo unspecified)	-1
COc1ccc(C(C)(O)c2nc(-c3cccc(C#N)c3)cs2)cc1 (stereo unspecified)	8
CCCS(=O)(=O)NC(=O)C1(C)CCN(C(=O)COCc2ccccc2)C1 (stereo unspecified)	-12

By substructure: those above containing bromine (five)
Compound	EBI2 antag
Cc1ccc(-c2nc3cc(C)c(Br)c(C)n3c2Cc2ccccc2)cc1	1
CCCCN1C[C@H](c2ccc(Br)cc2)[C@@H](CC(=O)Nc2ccc(Br)cc2)C1=O	-1
COc1ccccc1Cc1c(-c2ccccc2)nc2cc(C)c(Br)c(C)n12	9
COCCNC(=O)C1(C)CCCN(Cc2ccc3ccccc3c2Br)C1 (stereo unspecified)	10
CCCS(=O)(=O)NC(=O)C1(C)CCN(C(=O)c2ccccc2Br)C1 (stereo unspecified)	-1

(list continues)
mol,EBI2 antag
CC(=O)Cn1cnc2c(cnn2-c2ccc(F)cc2)c1=O,-5
C[C@H](O)[C@@H]1CN2CCc3c([nH]c4ccccc34)[C@@H]2C[C@@H]1N(C)C(=O)NC1CCCCC1,-10
CCCNC(=O)C1(C)CCCN(Cc2ccccc2C#N)C1 (stereo unspecified),-5
O=c1ccn([C@@H]2O[C@H](CNCc3ccccc3)[C@@H](O)[C@H]2O)c(=O)[nH]1,11
C[C@@H]1CN([C@@H](C)CO)C(=O)CCCn2nncc2CO[C@@H]1CN(C)C(=O)Nc1ccccc1F,-5
O=C(Nc1ccc(F)cc1)N[C@H]1CC[C@H](CCNS(=O)(=O)c2cccc(Cl)c2)O[C@@H]1CO,-6
CC1(C(=O)NS(=O)(=O)c2ccc(C#N)cc2)CCN1C(=O)C1CCCCC1 (stereo unspecified),-1
Cc1cccc(C(C)C)c1NC(=O)COC(=O)CCC(=O)N(CC(C)C)c1c(N)n(CC(C)C)c(=O)[nH]c1=O,-4
N#CCCN(Cc1ccccc1)C(CCc1ccccc1)C(=O)NC1CCCCC1 (stereo unspecified),13
Cc1noc(C)c1NC(=O)N(C)C[C@H]1OCc2cnnn2CCCC(=O)N([C@@H](C)CO)C[C@H]1C,-10
CC(C)NC(=O)C1(C)Cc2c(-c3cccc(C(F)(F)F)c3)ccnc2O1 (stereo unspecified),1
Cc1nc(C(F)(F)F)ccc1C(=O)N1CCCC1(C)C(=O)NCC(C)C (stereo unspecified),-10
O=C1NC[C@H](CCCCN2C[C@H](Cc3ccccc3)N(CCc3ccc(O)cc3)C(=O)C2=O)N(CCC2CCCCC2)C1=O,-8
COc1ccc(S(=O)(=O)N2CCCCCC2)cc1NC(=O)CCNC(=O)c1ccccc1Cl,-1
O=C(NCc1ccccc1F)c1ccc(S(=O)(=O)N2CCCC2)cc1,-2
COc1ccccc1-c1csc(Nc2ccc(Oc3ccccc3)cc2)n1,23
OC(c1ccccc1)(c1ccccc1)C1CCN(CCCOc2ccc3c(c2)CCCC3)CC1,3
O=C(C[C@H]1C=C[C@@H](NC(=O)Cc2cccnc2)[C@@H](CO)O1)NCc1ccc2c(c1)OCO2,-10
O=C(N[C@H]1c2ccccc2C[C@H]1O)[C@H]1O[C@@H](n2ccc(=O)[nH]c2=O)[C@H](O)[C@@H]1O,-16
CN1C(=O)[C@@](O)(c2cn(C)c3ccccc23)c2ccccc21,-2
COc1ccc(-c2cc(NC=O)c3ncc(-c4cc(OC)c(OC)c(OC)c4)n3c2)cc1,1
COC(=O)C1=CN(c2ccc(F)cc2)C(N)=C(C#N)C1c1cccc(OC)c1OC (stereo unspecified),-12
C[C@@H]1CN([C@H](C)CO)C(=O)CCCn2nncc2CO[C@@H]1CN(C)S(C)(=O)=O,-3
COc1ccc(CN2C(=O)CCC2(C)c2nnnn2-c2c(C)cccc2C)cc1 (stereo unspecified),-5
CCCc1c(-c2ccc(F)cc2)ncn1CCc1ccccc1OC,7
CCOC(=O)[C@]12CCC=C1N(CCC1=CCCCC1)C(=O)[C@H](CC(=O)NCC1CCCCC1)C2,10
CC(C)c1ccc(NC(=O)C2Cc3c(-c4ccc5c(c4)OCO5)ccnc3O2)cc1 (stereo unspecified),-5
Cc1ccc(C(O)c2ncc(-c3ccccc3F)[nH]2)c(C)c1 (stereo unspecified),6
CN1OC[C@@H]2CN(Cc3cc(Cl)cc(Cl)c3)[C@H](c3cccc(-c4ccc(C#N)cc4)c3)C[C@@H]21,-1
CCc1nc2c(OCc3ccc(Cl)cc3Cl)cccn2c1N(C)C(=O)C1CC1,35
CCCS(=O)(=O)NC(=O)C1(C)CCCN(C(=O)c2sccc2C)C1 (stereo unspecified),-14
Cc1ccc2c(c1)C=CC(C#N)N2C(=O)Oc1ccccc1 (stereo unspecified),-5
CCCCC(=O)N(C)c1c(CC)nc2c(OCC=C(C)C)cccn12,0
CC(C)NC(=O)c1cc(C2CCCCN2C(=O)c2ccc(Cl)cc2)on1 (stereo unspecified),-12
O=C1CCCC[C@@H](CO)[C@H](O)C[C@H](c2ccccc2)O1,-10
O=C(Nc1ccccc1Cl)c1cc(C2CCCCN2C(=O)C2CCCCC2)on1 (stereo unspecified),-1
Cc1cc(C)n2c(Nc3ccc4c(c3)OCCO4)c(-c3ccc(F)cc3)nc2n1,-4
COc1ccc(CCNCCC(c2ccccc2)c2ccccc2)cc1OC,10
CCCCN(C=O)c1c(CC)nc2ccc(C(=O)NCCc3c[nH]c4ccccc34)cn12,27
CC1(C(=O)NS(=O)(=O)c2cccc(F)c2)CCN1C(=O)CCc1ccccc1 (stereo unspecified),-6
COP(=O)(OC)OC(C(=O)c1ccccc1)c1ccc(Cl)cc1 (stereo unspecified),-4
O=C(NCCc1ccccc1C(F)(F)F)c1cc(COc2ccccc2)on1,24
CCOC1=C2[C@H](c3cccs3)N(S(=O)(=O)c3ccc(C)cc3)C[C@H]2n2c(=O)n(-c3ccccc3)c(=O)n2C1,-6
Cc1ccc(C(O)c2ncc(-c3cccc4ccccc34)[nH]2)c(C)c1 (stereo unspecified),7
C[C@@H]1CN([C@@H](C)CO)C(=O)CCCn2cc(nn2)CO[C@H]1CN(C)S(=O)(=O)c1cccc(C#N)c1,-11
CC1(C)N=C(N)N=C(N)N1c1cccc(CC(=O)Nc2ccccc2)c1,-2
Cc1cc2nc(C(C)(C)C)c(CC3CCCCC3)n2c(C)c1Br,0
C[C@@H]1CN([C@H](C)CO)C(=O)c2c(c3ccccc3n2C)-c2ccccc2CO[C@@H]1CN(C)C(=O)Nc1ccc2c(c1)OCO2,3
COc1ccc(NC(=O)C2(C)Cc3c(-c4ccc(NC(C)=O)cc4)ccnc3O2)cc1 (stereo unspecified),8

Compounds above containing two or more sulfur atoms (6):
mol,EBI2 antag
CCc1ccc(/C=C2\SC(=S)N(CCCC(=O)N3CCCC3)C2=O)cc1,11
CCCCOc1ccc(S(=O)(=O)NC(=O)C2(C)CCN2C(=O)Cc2cccs2)cc1 (stereo unspecified),-8
CCc1ccc(C2CC3C(CN2S(=O)(=O)c2ccc(C)cc2)C(=O)CC(c2ccc(CC)cc2)N3S(=O)(=O)c2ccc(C)cc2)cc1 (stereo unspecified),6
O=S(=O)(c1ccc(NC(=S)N2CCOCC2)cc1)N1CCCCC1,0
CCCS(=O)(=O)NC(=O)C1(C)CCCN(C(=O)c2sccc2C)C1 (stereo unspecified),-14
CCOC1=C2[C@H](c3cccs3)N(S(=O)(=O)c3ccc(C)cc3)C[C@H]2n2c(=O)n(-c3ccccc3)c(=O)n2C1,-6

Screening data: PubChem BioAssay, Sanford-Burnham Center for Chemical Genomics

Not all compounds are listed. The share of hits here may be higher or lower than overall.
